RXFP1 antag: qHTS Assay for Antagonists of the Relaxin Receptor RXFP1. activity change, negative = inhibition, % at 57.5 µM. AID 1259400, 2018. Relaxin receptor 1 (Homo sapiens), Q9HBX9. HEK293-RXFP1, relaxin-stimulated cAMP HTRF, 30 min; stronger effect = lower value. 350,000 tested, 0.59% active;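 active = activity change of -60% or lower, but not beyond a set lower limit; inconclusive = change between -60% and -40%, or beyond the set limit; inactive = change above -40%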; also: % is scaled to controls: 0 for no effect and ±100 for the full control effect
Vif-APOBEC3G blk: qHTS for Inhibitors of Vif-A3G Interactions: qHTS | DNA dC->dU-editing enzyme APOBEC-3G (Homo sapiens), Q9HC16 | HeLa A3G-eYFP + Vif (tagged APOBEC3G with the HIV-1 protein that degrades it), YFP fluorescence, overnight | Potency, µM (doses to about 46.1 µM), without a hit: at the top dose activity, negative = active, usual class: inhibitors | 410,000 tested, 0.076% active | AID 602310, 2012;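 also: potency is read from the fitted curve at half-maximal effect; % is scaled to controls: 0 for no effect and ±100 for the full control effect; nearly all actives have a fitted effect of over 60% in size; hits raise eYFP signal because A3G escapes Vif-driven loss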
Target sequence (Q9HC16 whole entry, looked up): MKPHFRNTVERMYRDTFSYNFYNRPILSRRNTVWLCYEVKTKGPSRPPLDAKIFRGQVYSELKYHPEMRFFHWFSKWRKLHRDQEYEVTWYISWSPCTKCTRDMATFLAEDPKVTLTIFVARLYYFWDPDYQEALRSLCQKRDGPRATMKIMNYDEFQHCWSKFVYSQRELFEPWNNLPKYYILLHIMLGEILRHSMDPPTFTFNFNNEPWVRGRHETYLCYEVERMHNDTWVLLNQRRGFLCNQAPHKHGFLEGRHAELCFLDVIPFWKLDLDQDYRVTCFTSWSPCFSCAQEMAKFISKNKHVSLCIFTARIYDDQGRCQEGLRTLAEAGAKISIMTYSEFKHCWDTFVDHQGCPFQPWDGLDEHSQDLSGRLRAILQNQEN
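HeLa cells stably expressing Vif and C-terminally eYFP-tagged A3G, seeded overnight at 37 deg C, then exposed to compound by pintool overnight at 37 deg C. Rise in yellow fluorescence (Ex 488/Em 500-530, Acumen) marks blocked Vif-driven A3G degradation.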
GRP78 ERSR act: qHTS for Inducers of the Endoplasmic Reticulum Stress Response (ERSR) in Human Glioma: qHTS; AID 602332, 2012; 420,000 tested, 0.02% active; U87-MG GRP78 promoter luciferase reporter, 16 h; Potency, µM, without a hit: at the top dose activation, usual class: activators; also: potency is read from the fitted curve at half-maximal effect; series mostly up to about 76 µM; % of control where 0% means no effect; nearly all actives have a fitted effect of over 35% in size
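ERSR induction read as luciferase luminescence (Bright-Glo, 10 min at room temperature) in stably transfected human U87-MG glioma cells exposed to compounds for 16 h, using GRP78 as sensor.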
RXFP1 ag: qHTS Assay for Agonists of the Relaxin Receptor RXFP1; Relaxin receptor 1 (Homo sapiens), Q9HBX9; AID 2676, 2010; Potency, µM (highest dose often 57.5 µM), for inactives: at the highest dose activation, most hits filed as activators; 370,000 tested, 0.3% active; HEK293T-RXFP1 cAMP TR-FRET, 30 min; response scale: percent of porcine relaxin response, buffer zero; also: potency is read from the fitted curve at half-maximal effect; % is scaled to controls: 0 for no effect and ±100 for the full control effect; nearly all actives have a fitted effect of over 60% in size; many of its hits are not listed in these tables
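Agonist response is measured as cAMP accumulation in an RXFP1-transfected HEK293T line under PDE4 inhibition. Values are scaled between buffer-only and 29 nM porcine relaxin, and EC50s come from standard Hill equation fits.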
D1 antagonist: Antagonist of Human D 1 Dopamine Receptor: qHTS; HEK293 TREx D1 cells, calcium flux, dopamine EC80; stronger effect = lower value; 360,000 tested, 3.2% active; AID 504652, 2011; D(1A) dopamine receptor (Homo sapiens), P21728; activity change, negative = inhibition, % at 10 µM; in the data active = activity change below about -30%; also: % is scaled to controls: 0 for no effect and ±100 for the full control effect
Target sequence (P21728 whole entry, looked up): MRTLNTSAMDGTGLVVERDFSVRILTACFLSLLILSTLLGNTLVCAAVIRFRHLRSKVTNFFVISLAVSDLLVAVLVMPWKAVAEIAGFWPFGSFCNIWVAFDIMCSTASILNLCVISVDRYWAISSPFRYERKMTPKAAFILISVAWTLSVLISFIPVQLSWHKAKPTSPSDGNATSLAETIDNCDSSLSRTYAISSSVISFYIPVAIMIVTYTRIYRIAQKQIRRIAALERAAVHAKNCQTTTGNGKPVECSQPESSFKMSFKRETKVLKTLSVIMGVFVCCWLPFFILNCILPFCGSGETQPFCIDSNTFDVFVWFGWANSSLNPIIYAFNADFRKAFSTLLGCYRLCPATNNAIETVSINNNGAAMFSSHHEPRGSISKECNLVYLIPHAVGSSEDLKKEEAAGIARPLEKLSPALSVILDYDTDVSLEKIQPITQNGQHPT
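Calcium flux readout: force-coupled, inducible Hek293 Trex D1 line, cells induced overnight at 30 C with tetracycline, dye-loaded 30–90 min at RT. Antagonism scored against EC80 dopamine challenge given 180 s after compound.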
D2 potentiator: HTS Assay for Positive Allosteric Modulators of the Human D2 Dopamine Receptor: Primary Screen for Potentiators | HEK293 T-REx D2, calcium flux, EC20 dopamine potentiation | 340,000 tested, 0.34% active | D(2) dopamine receptor (Homo sapiens), P14416 | potentiation, % at 10 µM;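 active = potentiation over 3 SD above the plate norm, cut at about 30% in these data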; also: 0% is about no effect
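Primary screen. Calcium kinetics in induced HEK293 T-REx D2 cells: compound pre-addition 180 s, EC20 dopamine, 180 s more.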
D1 ag: Allosteric Agonists of the Human D1 Dopamine Receptor: qHTS | activation, % at 2 µM | AID 504660, 2011 | HEK293 T-REx D1 cells, calcium flux, agonist mode | D(1A) dopamine receptor (Homo sapiens), P21728 | 360,000 tested, 1% active; in the data active = activation above about 30%; also: 0% is about no effect
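Agonism was scored from calcium flux recorded over 180 s (1 read/s) after pintool compound addition, following a 10-cycle baseline. Cells were inducible force-coupled HEK293 TREx D1, plated overnight at 30 C and loaded with no-wash calcium dye.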
D1 potentiator: Potentiators of Human D1 Dopamine Receptor: qHTS; D(1A) dopamine receptor (Homo sapiens), P21728; HEK293 TREx D1 cells, calcium flux, dopamine EC20 potentiation; potentiation, % at 10 µM; 360,000 tested, 0.036% active; in the data active = potentiation above about 30%; also: 0% is about no effect
Vif-A3F inh: qHTS for Inhibitors of Vif-A3F Interactions: qHTS; HeLa A3F-eYFP + Vif (tagged APOBEC3F with the HIV-1 protein that degrades it), YFP fluorescence increase; Potency, µM (series often up to 46.1 µM), without a hit: top-dose activity, negative = active; 390,000 tested, 0.2% active; AID 602313, 2012; also: potency is read from the fitted curve at half-maximal effect; % of control where 0% means no effect; nearly all actives have a fitted effect of over 65% in size
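HeLa cells stably expressing Vif plus C-terminally eYFP-tagged A3F were seeded, incubated overnight at 37 deg C, dosed with compound, incubated overnight again at 37 deg C. Yellow fluorescence (Ex 488/Em 500-530) reported blocked Vif-mediated A3F-eYFP degradation.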
Active calls of the source: *; u = inconclusive; x = not tested or not shown. Unless noted, calls follow the shape of the dose curve; as a rule, active = well fitted curve in the direction sought with a large enough effect; inconclusive = small, poorly fitted or top-dose-only effect, or another doubt; inactive = no such curve, though single readings can be large; an effect the other way counts as inactive or inconclusive.

Under each structure: RXFP1 ag, D2 potentiator, D1 potentiator, GRP78 ERSR act, D1 antagonist, Vif-APOBEC3G blk, D1 ag, RXFP1 antag, Vif-A3F inh
CC(=O)O[C@@]1(C)C[C@@H](O)[C@]2(O)C=CO[C@@H](O[C@@H]3O[C@H](CO)[C@@H](O)[C@H](O)[C@H]3O)[C@@H]21
    1.2%, 14, 6, -5%, 15, 3%, 3, x, 4%
COc1ccc(NC(=O)C(NCC(C)C)c2ccccc2)cc1Cl (stereo not drawn)
    1.9%, -1, 0, -3%, -3, -5%, 1, -22, 0%
CC(C(=O)Nc1ccc2c(c1)OCO2)N(c1ccc(Cl)cc1)S(C)(=O)=O (stereo not drawn)
    0.1%, 10, -1, -4%, -4, 0%, 4, -34, -18%
CN1CCC/C1=C1/C(=O)N(c2ccccc2)N=C1NC(=O)Nc1cccc(Cl)c1
    -0.4%, 1, 5, -2%, 26, -1%, 3, -6, 0%
[N-]=[N+]=NC[C@H](c1ccccc1)N1CCN(Cc2ccccc2)CCC1=O
    -2.3%, -2, -9, -2%, -1, 1%, 1, x, -9%
CCC(C)(C)NC(=O)CN(C(=O)CCC(=O)Nc1nccs1)c1cccc(C)c1
    -0.7%, -4, -5, -3%, 22, 5%, 3, 7, 0%
CN(Cc1cc2ccccc2[nH]c1=O)C(=O)C1CCCCC1
    0.3%, 2, 6, -2%, -8, -1%, 8, -1, 1%
Cc1nn(C(=O)c2cccc(Cl)c2)c(C)c1S(=O)(=O)N1CCOCC1
    4.1%, -4, -1, -4%, 8, -5%, 1, x, -9%
COc1cccc(/C=N/NC(=O)C(=O)NCc2cccnc2)c1OC
    0.0%, 0, -5, 1%, 0, 0%, 5, 0, -10%
O=C(COC(=O)c1ccc(Br)o1)NCc1ccc(Cl)cc1
    x, x, x, -5%, x, -1%, x, -3, 7%
COc1ccccc1Nc1c2c(nc3ccc(NC(=O)c4cccc(OC)c4OC)cc13)CCCC2
    0.6%, 14, 0, -8%, 0, -9%, -2, -29, 1%
CC1=C(C(=O)OC(C)C)C(/C=C/c2ccccc2)NC(=O)N1 (stereo not drawn)
    2.5%, -21, -6, -3%, -10, 2%, 2, 2, 1%
CCc1ccc(N2C(=O)C3CCCN3C2=S)cc1 (stereo not drawn)
    1.1%, -1, -6, u, -6, 0%, 3, -9, -9%
O=C(c1ccco1)N1CCN(Cc2cccc(C(F)(F)F)c2)CC1
    0.2%, -14, 0, -4%, -17, 0%, 4, 3, -8%
COc1ccc(NC(=O)CCCc2nnc3n(CCC(C)C)c(=O)c4sccc4n23)c(OC)c1
    1.9%, -4, -2, -3%, 9, 1%, -1, 9, 9%
COc1ccc(-c2noc(CSc3nnc(C)n3-c3ccc(F)cc3)n2)cc1
    -0.5%, 1, 0, -2%, -29, 4%, 4, x, -2%
CCCC1=Nc2cc(C(=O)NCc3ccc(OC)cc3)ccc2Sc2ccc(C)cc21
    0.2%, x, 4, -5%, -3, -15%, 2, x, -5%
CC1CN(S(=O)(=O)c2ccc(C(=O)Nc3nccs3)cc2)CC(C)O1 (stereo not drawn)
    1.5%, 12, -2, -1%, -7, 0%, 0, 2, 7%
O=C(Nc1cccc(Cl)c1)c1ccc(=O)[nH]n1
    -2.9%, 2, -7, 11%, 4, -3%, 1, -1, -27%
Cc1ccc(SCCOCCN2CCc3ccccc3C2)cc1
    2.1%, -24, -8, -6%, -3, 0%, 3, -4, -15%

Under each structure: RXFP1 ag, D2 potentiator, D1 potentiator, GRP78 ERSR act, D1 antagonist, Vif-APOBEC3G blk, D1 ag, RXFP1 antag, Vif-A3F inh
COCCCNC(=O)CNC(=S)N(Cc1ccc(F)cc1)C1CCCCC1
    2.1%, -7, -1, -4%, 2, -1%, 2, -6, 6%
CC(=O)Nc1ccc(OCCCNC(=O)c2c(-c3ccccc3)noc2C)cc1
    1.7%, -2, -1, -4%, 1, 1%, 6, -4, 2%
CC(=O)Nc1ccc(C(=O)CSc2nnc3cc(C)c4ccccc4n23)cc1
    4.4%, -7, 2, -1%, -3, 0%, -1, -2, 4%
COC(=O)Cc1cc(=O)n2[nH]c(C)c(-c3ccccc3)c2n1
    2.5%, 3, 2, -7%, -6, -4%, 1, -4, 2%
CCCCOc1ccc(C(=O)N(CC)CC(=O)NCc2cccs2)cc1
    -1.7%, -7, 0, 0%, -9, -8%, 4, -37, 4%
CN(c1ccccc1)S(=O)(=O)c1cccc(C(=O)N2CCCCCC2)c1
    0.2%, -6, -1, 1%, -4, 1%, 19, 3, -17%
O=c1c(Cl)c(Cl)cnn1Cc1nnc(-c2ccccc2Br)o1
    6.4%, x, 19, -13%, -24, u, 236*, u, 23%
O=C(NCCN1C(=O)C2C3C=CC(C3)C2C1=O)Nc1cccnc1 (stereo not drawn)
    -0.7%, -2, x, -5%, -7, 0%, 4, 0, -2%
CC1(C)Cc2c(sc(NC(=O)C(=O)N3CCN(CCO)CC3)c2C(N)=O)CO1
    -0.7%, -2, -5, -2%, -23, -2%, 0, -23, 11%
Cc1ccc(CNC(=O)CSc2nc3ccccc3c(=O)n2CCCO)cc1
    -0.1%, -3, -4, -2%, 0, 2%, -1, 19, -11%
CCOC(CCNC(=O)c1cn(CC(C)C)c(=O)c2c1c1ccccc1n2C)OCC
    7.0%, -11, 1, -2%, 3, -8%, 3, -1, -3%
CCN(CC)c1cc2c(cc1F)c(=O)c(S(=O)(=O)c1cc(C)ccc1C)cn2Cc1ccccc1
    2.2%, 6, -4, -4%, 1, 8%, 1, 0, -1%
Cc1cc(-n2cnnn2)ccc1C(C)C
    0.4%, -5, 7, 4%, 0, -2%, 0, -4, 6%
CCOC(=O)c1ccc2nc(C)cc(Nc3ccc(OC(C)C)cc3)c2c1
    2.8%, -21, -4, -7%, -22, -2%, -1, x, -1%
O=C(COC(=O)CCNS(=O)(=O)c1ccccc1)NNC(=O)c1ccccc1
    0.5%, 5, -2, 1%, 8, -5%, 4, 10, 4%
CCN1CCN(C(c2cc3cccc(C)c3[nH]c2=O)c2nnnn2Cc2ccccc2)CC1 (stereo not drawn)
    -0.7%, -2, 0, -3%, 19, 0%, 1, 2, 2%
CCc1cccc2c(C(=O)COC(=O)c3ccc([N+](=O)[O-])s3)c[nH]c12
    3.4%, -8, -3, -2%, -18, 1%, 3, -14, -23%
COCCCNC(=O)C1=CCN(S(=O)(=O)c2ccc(OC)cc2)CC1
    0.6%, 6, -3, -2%, -5, -11%, 1, -7, 1%
COCCSc1ccccc1C(=O)N1CCc2ccccc21
    0.1%, 3, 0, -5%, -1, -2%, 1, -10, 4%
O=C(COc1ccc(Cl)cc1Cl)NCc1ccncc1
    -0.2%, 3, -5, -1%, -10, -2%, 7, 3, -2%

Under each structure: RXFP1 ag, D2 potentiator, D1 potentiator, GRP78 ERSR act, D1 antagonist, Vif-APOBEC3G blk, D1 ag, RXFP1 antag, Vif-A3F inh
O=C(N/N=C/c1ccc(OCC(=O)N2CCCC2)cc1)C(=O)NC1CC1
    -0.2%, 12, 1, -3%, 1, 2%, 2, 12, -6%
CC1CCN(C2=C(NS(=O)(=O)c3ccccc3)C(=O)c3ccccc3C2=O)CC1
    -6.2%, 9, -6, 1%, 4, 1%, 6, -11, -1%
CN(C)C(=O)c1ccc(Nc2ncnc3sc4c(c23)CCCCC4)cc1
    1.9%, -4, -2, 0%, 13, 1%, 0, 3, -2%
COc1ccc(CCNc2ncnc3onc(-c4ccc(Cl)cc4)c23)c(OC)c1
    1.7%, -9, -4, -4%, -12, -4%, 8, x, 4%
CCc1ccc(OCC(=O)N(CC)CC)cc1
    2.6%, -3, 13, -1%, -17, 3%, 1, 11, 11%
Cc1ccc(/C(N)=N/OC(=O)c2ccc(Cl)cc2Cl)cc1
    -0.1%, -5, -3, -2%, 23, -5%, 3, 6, 8%
O=C(COC(=O)COc1ccc(Br)cc1)NCCC1=CCCCC1
    1.2%, 2, 3, -3%, 7, 3%, 1, -10, -15%
Cc1ccc(-c2nnn(CC(=O)N(CCO)C(C(=O)NC(C)(C)C)c3ccncc3)n2)cc1 (stereo not drawn)
    0.5%, 18, 0, -4%, -20, 1%, 1, -7, 1%
O=C(CCC(=O)N/N=C/c1ccc(Br)o1)N/N=C/c1ccc(Br)o1
    -2.4%, 4, -2, 0%, 3, 0%, 1, 4, -10%
Cc1ccc(-n2c(C)n[nH]c2=S)cc1
    7.1%, 13, 0, -2%, 14, 1%, 0, -6, -5%
CCOC(=O)c1cccc(NC(=O)c2cc3sccc3n2Cc2ccc(Cl)cc2)c1
    17%, 16, -5, 1%, 6, 5%, 10, x, -11%
COc1ccc(Nc2nc(N)nc(CN3CCN(c4ccc(F)cc4)CC3)n2)cc1
    -1.2%, -25, -3, -3%, -12, 0%, 0, 7, 12%
O=C(c1cnccn1)N(Cc1cccs1)C1(C(=O)NC2CCCCC2)CCCCC1
    6.7%, 9, -5, -3%, -16, 0%, 0, -26, u
Fc1ccc(NC(=S)Nc2cccc3ccccc23)cc1F
    0.3%, -9, 3, 2%, 10, 4%, 12, 1, u
Cc1ccc(C)c(N2CCN(CCCNC(=O)Nc3cc(Cl)ccc3C)CC2)c1
    -0.1%, -9, -1, -4%, 4, 1%, 7, -3, 5%
O=C1NC(=Nc2ccccc2)SC1Cc1ccccc1 (stereo not drawn)
    19%, 41*, -1, 3%, 10, -5%, 5, -14, 0%
COc1ccc(-c2c(NC(=O)c3ccco3)oc3ccc(Cl)cc3c2=O)cc1
    11%, -9, 6, -4%, 3, -2%, 4, 1, 0%
N#CC1=C(N)NC(SCC(=O)O)=C(C#N)C12CCCC2
    -1.1%, 0, -2, -2%, -1, -9%, 3, -2, -2%

Compound activity deposited in PubChem BioAssay by National Center for Advancing Translational Sciences (NCATS).

This is a subset (hit frequency here may not be typical).
